Screens deposited in PubChem BioAssay by National Center for Advancing Translational Sciences (NCATS).
Luc counter – blocks Kinase-Glo luciferase, a counter-screen artifact; Kinase-Glo luciferase, ATP luminescence, 8 min; Potency, µM (top dose mostly 38.3 µM), without a hit: at the highest dose activity change, negative = inhibition, usual class: inhibitors; 0.28% of 200,000 active; AID 1379; further: potency means the concentration at half of the fitted maximal effect; on the % scale 0 is the no-effect control and ±100 the full control effect; nearly all actives have a fitted effect of over 60% in size
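Substrate mix (final 50 mM imidazole pH 7.2, 50 mM KCl, 7 mM MgCl2, 10 uM ATP, 0.01% Tween 20, 0.05% BSA) plus pin-tool compound, then Kinase-Glo detection mix; 8 min ambient, luminescence read.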
IMPase Li inh – membrane-permeable IMPase blocker, potentiated with lithium. 0.35% of 210,000 active. CHO-M1 cells, IP1 TR-FRET (IP-One), carbachol + lithium. Potency, µM (doses to about 59.4 µM), for the others: top-dose activity, negative = IMPase inhibition, actives largely listed as inhibitors. AID 1457;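 further: IP1 builds up when IMPase is blocked and the TR-FRET signal falls; potency means the concentration at half of the fitted maximal effect; plate controls were basal vehicle for no effect and high inhibitor control for full effect; nearly all actives have a fitted effect of over 50% in size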
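Test compounds were applied to CHO-M1 cells previously cultured for 16–30 h at 2000 per well. A small lithium amount accompanied them; after 30 min at 37C, IP1 was quantified by TR-FRET.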
LMNA splice mod – modulators of lamin A splicing; HeLa LMNA splicing GFP/RFP minigene ratio, 48 h; Potency, µM (series often up to 46.1 µM), inactives show at the top dose ratio change, negative = inhibition, actives largely listed as inhibitors; 0.01% of 200,000 active; AID 1487; active means well fitted inhibition curve with a large enough effect in the signal ratio, with a control signal flat, not every such curve was filed as active; inconclusive means small, poorly fitted or top-dose-only effect, or effect the other way, or a change in a side signal; the % refers to the signal ratio; further: potency means the concentration at half of the fitted maximal effect; on the % scale 0 is the no-effect control and ±100 the full control effect
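S3 HeLa stable clones carrying a lamin A-EGFP splicing minigene plus DsRed2 were seeded at 600 cells/well in Opti-MEM with 2% FBS, pin-dosed and incubated 48 h at 37°C. Acumen cytometry (488 nm) gave the GFP/RFP total-intensity ratio.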
HttQ103 aggreg – reduces HttQ103-GFP aggregates in PC12 cells; 1.1% of 220,000 active; AID 1688; PC12 HttQ103-GFP aggregates, Acumen cytometry, 40 h; Potency, µM (series often up to 46.1 µM), without a hit: at the highest dose activity change, negative = inhibition, actives largely listed as inhibitors; further: potency means the concentration at half of the fitted maximal effect; on the % scale 0 is the no-effect control and ±100 the full control effect; nearly all actives have a fitted effect of over 60% in size
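Inducible Q103 Huntingtin exon 1–GFP PC12 line, 1500 cells/well in phenol red free DMEM with 5% equine and 5% calf serum. Tebufenozide 100 nM induced expression; compounds titrated; aggregates quantified by cytometry.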
Epigenetic derep – epigenetic control regulation, reporter derepression. murine LDR cells, GFP reporter derepression, 30 h. Potency, µM (titrated, usually from 53.9 µM), for inactives: at the top dose GFP activation, actives largely listed as activators. 0.2% of 280,000 active. AID 1865; further: potency means the concentration at half of the fitted maximal effect; % of control where 0% means no effect; nearly all actives have a fitted effect of over 60% in size
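Murine LDR cells bearing a silenced CMV-driven GFP reporter were exposed to compound for 30 h at 37 C. After PBS washes, GFP-positive cells (20-120 um objects) counted by laser-scanning microplate cytometry.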
NPSR antagonist – neuropeptide S receptor (human) antagonism, cAMP; Q6W5P4; Potency, µM (series often up to 38.3 µM), without a hit: at the highest dose activity change, negative = inhibition, hits mostly inhibitors; CHO-NPSR cells, cAMP TR-FRET, antagonist mode; 1% of 220,000 active; further: potency means the concentration at half of the fitted maximal effect; on the % scale 0 is the no-effect control and ±100 the full control effect; nearly all actives have a fitted effect of over 50% in size; many of its hits are not listed in these tables
Target sequence (Q6W5P4 whole entry, looked up): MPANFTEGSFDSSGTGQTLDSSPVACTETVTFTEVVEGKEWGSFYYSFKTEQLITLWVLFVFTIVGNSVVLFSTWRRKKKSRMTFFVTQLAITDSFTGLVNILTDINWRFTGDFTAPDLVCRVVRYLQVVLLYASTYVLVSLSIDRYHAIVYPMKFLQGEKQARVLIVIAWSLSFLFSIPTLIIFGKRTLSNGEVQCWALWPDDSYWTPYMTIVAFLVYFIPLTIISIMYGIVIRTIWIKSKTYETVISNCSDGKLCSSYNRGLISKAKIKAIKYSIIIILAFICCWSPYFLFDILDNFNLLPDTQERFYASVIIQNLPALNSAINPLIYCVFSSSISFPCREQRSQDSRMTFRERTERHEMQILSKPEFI
CBFb RUNX1 block – blocks binding between human CBF-beta and RUNX1. Q01196+Q13951. AlphaScreen CBFb-His/RUNX1-biotin binding, biochemical. Potency, µM (series often up to 59.8 µM), for the others: at the highest dose activity, negative = inhibition, most hits filed as inhibitors. 230,000 tested, under 10 active; further: % of control where 0% means no effect
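Inhibition was taken as any reduction in AlphaScreen signal from the CBF-beta–RUNX1 pair (His and biotin tags, 30 nM each), measured after compound (15 min) and bead (90 min) incubations at room temperature.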
Numbers without * were called inactive; ? = inconclusive; . = not tested or not shown; & = joins results of further samples; [ ] = remark or other dose. Unless noted, the call rests on the fitted dose curve; in most records, active means well fitted curve in the direction sought with a large enough effect; inconclusive means small, poorly fitted or top-dose-only effect, or another doubt; inactive means no such curve, though single readings can be large; an effect the other way counts as inactive or inconclusive. The list is partial. The share of hits here may be higher or lower than overall.

smiles	NPSR antagonist	Epigenetic derep	CBFb RUNX1 block	Luc counter	LMNA splice mod	IMPase Li inh	HttQ103 aggreg
CNC(=O)N(O)C1N(C)C(=O)N(CC(=O)OC)C1(C)C (stereo not drawn)	0%[46.1 µM]	-1.1%	2%	-3%	12%	-2%[38.3 µM]	-6%
CCC(=O)Oc1ccc(C(CC)C(CC)c2ccc(OC(=O)CC)cc2)cc1 (stereo not drawn)	-21%	0.0%	5%	0%	-4%	14%	0%
COc1cc(OC)cc(C(=O)N2c3ccc(F)cc3CCC2C)c1 (stereo not drawn)	15%[46.1 µM]	0.0%	11%	-1%	?	9%	?
COc1cccc(-n2c(SCC(=O)c3c[nH]c4ccccc34)nc3ccccc3c2=O)c1	-19%	2.1%	9%	-1%	?	2%	12%
CCCC1Cc2c(sc3nc(SC)nc(N)c23)CO1 (stereo not drawn)	-4%[46.1 µM]	-1.8%	4%	-3%	10%	-11%[38.3 µM]	7%
COc1ccccc1CC1(C)NC(=O)N(CC(=O)N2CCc3ccccc3C2)C1=O (stereo not drawn)	-3%[46.1 µM]	-1.2%	?	-1%	-7%	0%[38.3 µM]	0%
CCCN(CCC)C(=O)CSc1nc2n[nH]c(C)c2c(=N)n1-c1ccc(OCC)cc1	-30%[46.1 µM]	-0.9%	0%	.	?	.	15%
CCCSc1nc2c(cnn2-c2ccc(F)cc2)c(=O)[nH]1	-21%[46.1 µM]	-0.8%	-2%	-1%	5%	21%[38.3 µM]	-6%
COC(=O)N/N=C\c1cccc(OC(=O)c2cccs2)c1	10%	1.7%	-3%	-2%	.	1%	6%
COc1cc(NC(=S)NCc2cccnc2)c(OC)cc1Cl	-7%	-0.4%	10%	-2%	-3%[46 µM]	4%	-9%

More entries
smiles	NPSR antagonist	Epigenetic derep	CBFb RUNX1 block	Luc counter	LMNA splice mod	IMPase Li inh	HttQ103 aggreg
COc1ccc(OC)c(-c2cc(C(=O)Nc3cccc(Cl)c3)no2)c1	-23%[46.1 µM]	-0.9%	9%	0%	3%	6%[38.3 µM]	-1%
Cc1cc(C)c2ccc(C(=O)O)nc2c1O	-5%[46.1 µM]	-0.5%	?	-5%	18%	5%[38.3 µM]	-27%
Nc1cc(Cl)ccc1C(=O)OCC(=O)NC1CCS(=O)(=O)C1 (stereo not drawn)	2%[46.1 µM]	-0.9%	1%	1%	10%[0.0737 µM]	-13%[38.3 µM]	15%
O=C(CN1CCN(c2ccccc2Cl)CC1)NC1CCCc2ccccc21 (stereo not drawn)	-34%	-1.0%	-7%	-1%	-20%	2%	-5%
Cc1ccccc1NS(=O)(=O)CCCCC(Cl)(Cl)Cl	0%	-0.1%	6%	-4%	.	14%	-17%
Cc1cc(C)nc(NC(=O)c2ccc(Cl)cc2Cl)n1	-2%	-1.1%	2%	-4%	?	1%	-8%[9.22 µM]
Cc1ccsc1-c1n[nH]c(=S)n1C1CCCCC1	-1%	-0.1%	-12%	-5%	0%	-2%	9%
COc1ccccc1/C=c1\sc2nc(-c3ccccc3OC)nn2c1=O	-14%[46.1 µM]	0.8%	-1%	-6%	12%	12%[38.3 µM]	1%
COC(=O)C1CCN(S(=O)(=O)c2ccc(OC)cc2)CC1	-1%[46.1 µM]	-0.7%	1%	-1%	4%	15%[38.3 µM]	16%
O=C(NCCCN1CCCC1=O)c1ccc2c(c1)NC(=O)c1ccccc1S2	-3%[46.1 µM]	-3.6%	-1%	-3%	-4%	0%[38.3 µM]	-1%

(listing goes on)
smiles	NPSR antagonist	Epigenetic derep	CBFb RUNX1 block	Luc counter	LMNA splice mod	IMPase Li inh	HttQ103 aggreg
CCO[C@@H]1OC(C(=O)N2CCN(C)CC2)=C[C@H](C2CCCCC2)[C@H]1CCCO	-1%	-0.7%	13%	.	.	-6%	-1%[9.22 µM]
CCOc1ccc(C(=O)NC(=S)Nc2ccc(NC(=O)CC)cc2)cc1[N+](=O)[O-]	-6%	1.8%	4%	-2%	10%	3%	27%
CNC(=O)[C@H]1O[C@@H](n2cnc3c(NCc4cccc(I)c4)ncnc32)[C@H](O)[C@H]1O	-9%[46.1 µM]	1.1%	-1%	0%	?	4%	.
CC1=CC(C)(C)Nc2ccc(OC(=O)CN3C(=O)c4cccc5cccc(c45)C3=O)cc21	1%[46.1 µM]	?	?	-1%	?	32%[activator][38.3 µM]	?
Cc1ccc(Nc2ccc(C(=O)NCCc3ccccc3)cn2)cc1	-14%	-0.9%	5%	-1%	-10%	-4%	-8%
COC(=O)CNC(c1ccccc1)c1cc(C)ccc1NS(=O)(=O)c1ccc(C)cc1 (stereo not drawn)	-31%	3.2%	-7%	-1%	-11%	15%	1%
COCCN(C(=S)Nc1cccc(C)c1C)C(C)c1ccco1 (stereo not drawn)	-37%	-0.1%	8%	2%	.	12%	-24%
COc1ccc(CC(=O)Nc2cccc(-c3ccc4nnc(C)n4n3)c2)cc1OC	16%	1.1%	-1%	-1%	.	6%	-20%
CCOc1ccc(NC(=O)Nc2ccc(NC(C)=O)cc2)cc1	25%	1.1%	0%	-1%	.	-1%	-6%
Cc1ccc(CNC(=O)CCCNC(=O)c2ccc(Cl)cc2)n1C	-7%[46.1 µM]	-2.0%	-6%	1%	-2%	5%[38.3 µM]	7%

Following part:
smiles	NPSR antagonist	Epigenetic derep	CBFb RUNX1 block	Luc counter	LMNA splice mod	IMPase Li inh	HttQ103 aggreg
O=C(Nc1nc2c(F)cc(F)cc2s1)C1CC(=O)N(Cc2ccco2)C1 (stereo not drawn)	12%	-1.1%	-19%	.	.	.	-6%[9.22 µM]
CC(C)NCC(O)Cn1c2c(c3ccccc31)CCc1c-2cnn1-c1ccccc1 (stereo not drawn)	?	1.0%	-13%	-4%	?	24%[38.3 µM]	?
O=C(CNS(=O)(=O)c1ccccc1)OCC(=O)c1cccc([N+](=O)[O-])c1	20%	3.0%	-5%	-1%	0%	-1%	?
C#CCNC(=O)C1=C[C@@H](C(C)(C)C)C[C@@H](OCc2ccc(CO)cc2)O1	-1%	3.8%	1%	.	.	14%	1%[9.22 µM]
O=C(c1ccc2c(c1)OCO2)C1CCCN(C(=O)Nc2ccc(F)cc2F)C1 (stereo not drawn)	8%	2.9%	-1%	-2%	.	4%	-2%[9.22 µM]
Cc1ccc(NC(=S)NCC(C)CSc2ccc(Cl)cc2)cc1 (stereo not drawn)	-15%	-2.5%	-5%	1%	?	16%	25µM*
CC(=O)c1ccc(N=C2SCCCN2C(=O)C2CCCC2)cc1	-10%	0.9%	-1%	-2%	.	1%	-6%
O=C(CCN1CCN(CCO)CC1)Nc1ccc(Br)cc1	-7%	-7.1%&0.3%	6%	-3%	12%[46 µM]	11%	21%[9.22 µM]
COc1ccc(-c2ccc(-c3nnn(CC(C)=O)n3)cc2)cc1	-2%[46.1 µM]	-1.1%	7%	-1%	?	-3%[38.3 µM]	-39%
O=S(=O)(NCCCCCNS(=O)(=O)c1ccccc1)c1ccccc1	-14%[46.1 µM]	-2.5%	-7%	-2%	?	6%[38.3 µM]	-26%

Remaining list, next part.
smiles	NPSR antagonist	Epigenetic derep	CBFb RUNX1 block	Luc counter	LMNA splice mod	IMPase Li inh	HttQ103 aggreg
CC(C(=O)NCc1cccs1)N1C(=O)c2ccccc2C1=O (stereo not drawn)	?	-1.2%	2%	-2%	5%	-4%[38.3 µM]	14%
CCCCc1ccc(-c2nc(-c3ccncc3)no2)cc1	?	-3.7%	7%	-7%	10%	20%[38.3 µM]	7%
O=C(CCNc1ccccc1)c1cccc([N+](=O)[O-])c1	-9%[46.1 µM]	-0.8%	0%	.	-7%	.	-3%
Cc1noc(N)c1C1(O)C(=O)Nc2c(Cl)cc(Cl)cc21 (stereo not drawn)	9%	1.1%	1%	2%	7%[46 µM]	3%	15%
Cn1cccc1Cc1nnc(SCC(=O)Nc2ccccc2)n1-c1ccc(F)cc1	-10%	-1.0%	1%	4%	-15%	8%	-4%
COCCCn1cnc2c(c1=O)c1nc3ccccc3nc1n2CCc1ccccc1	?	1.0%	2%	.	?	.	3%
Cc1c(NC(=O)c2cccc(S(=O)(=O)N3CCOCC3)c2)c(=O)n(-c2ccccc2)n1C	-5%[46.1 µM]	-0.2%	1%	-2%	4%	-4%[38.3 µM]	-1%
COc1ccc(N2CCN(C(=O)CSc3nnc4c(C)cc5ccccc5n34)CC2)cc1	18%	-0.1%	-13%	0%	-10%	4%	-16%
Cc1cc(C)n(CC(=O)Nc2ccc([N+](=O)[O-])cc2)n1	-4%	-6.2%	11%	-2%	1%[46 µM]	4%	-2%[9.22 µM]
CCOC(=O)C(C(=O)Nc1ccccc1)C1CCCCC1 (stereo not drawn)	-4%[46.1 µM]	1.0%	8%	-1%	3%	10%[38.3 µM]	7%
